EPAC2 antag – qHTS for Antagonist of cAMP-regulated guanine nucleotide exchange factor 2 (EPAC2): primary screen; 360,000 tested, 0.18% active; EPAC2 GEF exchange of Rap1B-BODIPY-GDP, fluorescence; Potency, µM (top dose mostly 114 µM), without a hit: at the top dose activity, negative = inhibition, usual class: inhibitors; further: potency means the concentration at half of the fitted maximal effect; on the % scale 0 is the no-effect control and ±100 the full control effect; nearly all actives have a fitted effect of over 45% in size; many of its hits are not listed in these tables
WRN helicase inh – qHTS for Inhibitors of WRN Helicase; WRN helicase unwinding, fluorescent forked duplex, kinetic; Potency, µM (titrated, usually from 114 µM), without a hit: at the highest dose activity change, negative = inhibition, most hits filed as inhibitors; 360,000 tested, 0.46% active; Bifunctional 3'-5' exonuclease/ATP-dependent helicase WRN (Homo sapiens), Q14191; AID 651768, 2012; further: potency means the concentration at half of the fitted maximal effect; on the % scale 0 is the no-effect control and ±100 the full control effect; nearly all actives have a fitted effect of over 55% in size
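Enzyme (20 nM final) and test compound sit together 15 min at room temperature before substrate addition. Substrate is a single-forked duplex oligonucleotide (100 nM) labelled with fluorophore and quencher, with 2 mM ATP; helicase unwinding raises red fluorescence, read kinetically.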
PI5P4Ka inh – qHTS for Inhibitors of phosphatidylinositol 5-phosphate 4-kinase (PI5P4K). Phosphatidylinositol 5-phosphate 4-kinase type-2 alpha (Homo sapiens), P48426. PI5P4Kalpha enzyme, ADP-Glo luminescence, 60 min; hits give low values. max response, %. 330,000 tested, 1.2% active; active means max response of -50% or lower; inconclusive means between -30% and -50%; inactive means -30% or higher; further: value at the top dose of about 77 µM; on the % scale 0 is the no-effect control and ±100 the full control effect
Target sequence (P48426 whole entry, looked up): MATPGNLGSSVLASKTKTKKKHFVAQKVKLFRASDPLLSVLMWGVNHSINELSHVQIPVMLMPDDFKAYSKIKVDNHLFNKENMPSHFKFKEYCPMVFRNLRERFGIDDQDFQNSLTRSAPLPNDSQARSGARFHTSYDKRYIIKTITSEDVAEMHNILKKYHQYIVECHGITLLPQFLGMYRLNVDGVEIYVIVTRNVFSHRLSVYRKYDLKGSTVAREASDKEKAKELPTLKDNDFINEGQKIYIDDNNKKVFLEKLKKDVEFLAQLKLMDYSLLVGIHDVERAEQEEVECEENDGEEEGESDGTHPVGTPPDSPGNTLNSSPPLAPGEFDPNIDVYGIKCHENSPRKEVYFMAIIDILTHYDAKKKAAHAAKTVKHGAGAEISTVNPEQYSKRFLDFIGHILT
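ADP-Glo luminescence end-point read after a 60 min room-temperature kinase reaction of PI5P4Kalpha plus substrate, initiated with ATP at 5 microM final. Buffer: 0.038 M HEPES pH 7.4, EGTA, 0.1% CHAPS, 5% DMSO.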
PLK1 PBD inh – qHTS for Inhibitors of PLK1-PDB (polo-like kinase 1 - polo-box domain): Primary Screen. Serine/threonine-protein kinase PLK1 (Homo sapiens), P53350. Plk1 PBD binding of FITC phosphopeptide, fluorescence polarization. Potency, µM, inactives show max response, negative = inhibition, actives largely listed as inhibitors. 360,000 tested, 2.8% active. AID 720504, 2013; further: potency means the concentration at half of the fitted maximal effect; series mostly up to about 57 µM; on the % scale 0 is the no-effect control and ±100 the full control effect; nearly all actives have a fitted effect of over 65% in size
Target sequence (P53350 whole entry, looked up, the tested form may be a part): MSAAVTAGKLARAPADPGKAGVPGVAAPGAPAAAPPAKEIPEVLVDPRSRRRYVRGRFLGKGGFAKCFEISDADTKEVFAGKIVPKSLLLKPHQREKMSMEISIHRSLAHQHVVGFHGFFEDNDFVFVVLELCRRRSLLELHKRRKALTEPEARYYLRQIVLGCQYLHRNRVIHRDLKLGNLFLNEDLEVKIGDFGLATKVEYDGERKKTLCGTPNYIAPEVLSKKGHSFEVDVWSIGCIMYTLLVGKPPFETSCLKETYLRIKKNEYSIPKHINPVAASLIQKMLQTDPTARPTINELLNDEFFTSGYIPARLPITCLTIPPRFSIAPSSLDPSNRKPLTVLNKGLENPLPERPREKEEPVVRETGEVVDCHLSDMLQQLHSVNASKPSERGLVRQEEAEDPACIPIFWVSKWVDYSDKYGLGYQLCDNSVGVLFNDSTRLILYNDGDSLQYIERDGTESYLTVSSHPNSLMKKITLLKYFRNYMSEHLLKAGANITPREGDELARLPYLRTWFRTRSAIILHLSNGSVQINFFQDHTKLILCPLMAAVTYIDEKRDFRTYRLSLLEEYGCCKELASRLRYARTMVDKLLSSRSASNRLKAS
CCT chaperon mod – High-Throughput Screening for Modulators of Cytosolic Chaperonin Activity; purified chaperonin ATPase assay, HTRF ADP detection, 30 min; activity change, % (concentration not given with the values), hits read low; 360,000 tested, 0.3% active; AID 651819, 2012; in the data active means activity change below about -30%; further: on the % scale 0 is the no-effect control and ±100 the full control effect
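Enzyme 40 or 20 nM (batch-dependent) in Tris pH 7.4/KCl/MgCl2/DTT; cpd 76 uM single point; ATP 10 uM; 30 min 37 °C; Transcreener ADP HTRF detection, 30 min RT; ratio 665/615.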
Mm-Cpn inhibitor – Inhibitors of TCP-1 ring complex (TRiC) of Methanococcus maripaludis (MmCpn): qHTS. Chaperonin Mm-Cpn (Methanococcus maripaludis). purified Mm-Cpn ATPase, ADP Transcreener TR-FRET. Potency, µM (top dose mostly 76.9 µM), without a hit: top-dose activity, negative = inhibition, most hits filed as inhibitors. 330,000 tested, 0.031% active; further: potency means the concentration at half of the fitted maximal effect; on the % scale 0 is the no-effect control and ±100 the full control effect; nearly all actives have a fitted effect of over 80% in size
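Quantitative HTS used 25 nM Mm-CPN and 10 uM ATP in magnesium/KCl Tris buffer, pH 7.4, with 1 mM DTT. Hydrolysis ran 30 min at 37°C; ADP was read by HTRF.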
EPAC1 antagonist – qHTS for Antagonist of cAMP-regulated guanine nucleotide exchange factor 3 (EPAC1): primary screen; Rap guanine nucleotide exchange factor 3 (Homo sapiens), O95398; EPAC1 GEF assay, Rap1b-BODIPY-GDP exchange fluorescence; Potency, µM (highest dose often 115 µM), without a hit: at the highest dose activity change, negative = inhibition, actives largely listed as inhibitors; 360,000 tested, 0.14% active; AID 720709, 2013;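 further: potency means the concentration at half of the fitted maximal effect; plate controls were vehicle for no effect and positive control for full effect; nearly all actives have a fitted effect of over 50% in size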
EPAC1 agonist – qHTS for Agonist of cAMP-regulated guanine nucleotide exchange factor 3 (EPAC1): primary screen | Rap guanine nucleotide exchange factor 3 (Homo sapiens), O95398 | EPAC1 agonist qHTS, biochemical assay; response scale: 100% = response to 6.5 mM cAMP | Potency, µM (titrated, usually from 154 µM), without a hit: at the top dose activation, actives largely listed as activators | 360,000 tested, 0.073% active; further: potency means the concentration at half of the fitted maximal effect; nearly all actives have a fitted effect of over 60% in size
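Fluorescent GDP-exchange assay: 100 nM EPAC1 with 250 nM Rap1B preloaded with BODIPY-GDP and 50 uM GDP; compounds tested as concentration series, 5 min at room temperature, then read every 5 min for 30 min (ex 480/em 540 nm); normalized to 6.5 mM cAMP.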
The depositor's hits bear a star; ? = inconclusive; · = not tested or not shown; [ ] = dose if it differs, or a comment. Unless noted, the call rests on the fitted dose curve; in most records, active means well fitted curve in the direction sought with a large enough effect; inconclusive means small, poorly fitted or top-dose-only effect, or another doubt; inactive means no such curve, though single readings can be large; an effect the other way counts as inactive or inconclusive. Only part of the results is shown; rates above refer to the full screens.

#	Structure	EPAC2 antag	WRN helicase inh	PI5P4Ka inh	PLK1 PBD inh
1	Cc1cccc(NC(=S)NCC(c2cccnc2)N2CCOCC2)c1C (configuration not stated)	-1%	3%	-4	-19%
2	COc1ccc(NS(=O)(=O)c2ccc(C(=O)N3CCN(c4ccc(F)cc4)CC3)cc2)cc1	-7%	-13%	-2	2%
3	Cc1noc(C)c1C(=O)OCC(=O)Nc1ncc(C(F)(F)F)cc1Cl	0%	0%	1	-6%
4	Cc1cc(Cl)ccc1NC(=S)Nc1ccccn1	1%	5%	0	-29%
5	COc1ccc2c(c1OC)C(=O)OC2N1C(=O)CC[C@H]1C(=O)Nc1ccc(F)cc1F (some centres not stated)	0%	11%	1	-14%
6	C[C@H](CO)N1C[C@H](C)[C@@H](CN(C)Cc2ccccc2)Oc2c(NC(=O)C3CC3)cccc2C1=O	-11%	-8%	8	-7%
7	COc1ccc(-c2c[n+]3c4n2CCCCC4=C(c2ccc(Br)cc2)C3)cc1	-2%	-14%	·	-8%
8	C[C@H]1CN([C@@H](C)CO)C(=O)c2cc(C3=CCCCC3)cnc2O[C@@H]1CN(C)C(=O)Cc1ccccc1	-14%	-6%	-3	-26%
9	N#C/C(=C(\O)Cc1ccccc1)c1nc2ccccc2[nH]1	3%	-13%	3	-4%
10	Cc1cc(C)n(CC(O)COc2ccc(Cl)cc2Cl)n1 (configuration not stated)	-19%	5%	-3	-10%
11	COc1ccc(NC(=O)OCCn2c([N+](=O)[O-])cnc2C)cc1	-2%	-2%	1	-6%
12	COc1ccc(NC(=O)C23CC4CC(C2)CC(c2ccc(C)cc2)(C4)C3)cc1	9%	-23%[57.1 µM]	11	3%

#	CCT chaperon mod	Mm-Cpn inhibitor	EPAC1 antagonist	EPAC1 agonist
1	-1.1	1%	1%	5%
2	0.5	2%	-16%	-1%
3	-1.4	0%	15%	-4%
4	-0.2	1%	-4%	-1%
5	-9.5	-1%	5%	-12%
6	-1.4	0%	-15%	-15%
7	-0.2	-2%	3%	13%
8	-2.1	·	10%	-7%
9	1.3	-24%	2%	-3%
10	-1.5	0%	-18%	13%
11	-1.1	0%	14%	-6%
12	0.2	2%	10%	-3%

Next part
#	Structure	EPAC2 antag	WRN helicase inh	PI5P4Ka inh	PLK1 PBD inh
13	S=c1[nH]ccn1-c1c(Cl)cccc1Cl	2%	4%	2	-10%
14	CCOC(=O)c1sc(NC(=O)C2CCCCC2)nc1C	-3%	-1%	0	-1%
15	COc1ccc(/C(N)=N/OC(=O)C2CCC(=O)N2S(=O)(=O)c2ccc(C)cc2)cc1 (configuration not stated)	-18%	-15%	-6	-4%
16	c1ccc(-c2nnc(-c3ccccc3)nn2)cc1	4%	5%	-1	4%
17	CC1CCN(c2c([N+](=O)[O-])c(=O)oc3ccccc23)CC1	2%	-1%	-13	-10%
18	CCOc1cc(/C=C/C(=O)c2ccc3c(c2)OCCO3)ccc1OCC(=O)N(C)C	2%	-10%	0	-4%
19	COc1cc(NC(=O)CNC(=O)Cn2cnc3sc(C)c(C)c3c2=O)cc(OC)c1OC	2%	11%	-7	3%
20	O=C(Nc1ncccc1O)c1ccc(Oc2ccccc2)cc1	-2%	7%	0	30µM*
21	CCN(CC(=O)NCc1ccc(Cl)cc1)C(=O)CNS(=O)(=O)c1ccc(NC(C)=O)cc1	14%	-21%	4	?
22	Cc1noc(C)c1CN1C(=O)c2ccccc2C1=O	3%	5%	3	-5%
23	CCOC(=O)C1CCN(c2c(N3CCCCCC3)c(=O)c2=O)CC1	-13%	-2%	2	-1%
24	CCn1c(-c2cccnc2Cl)nc2cc(Cl)c(Cl)cc21	14%	-13%	·	-6%

#	CCT chaperon mod	Mm-Cpn inhibitor	EPAC1 antagonist	EPAC1 agonist
13	-1.9	?	-13%	-6%
14	-3.7	·	-4%	22%
15	0.1	0%	-6%	5%
16	-6.0	1%	9%	1%
17	-2.4	4%	-6%	0%
18	-2.8	-1%	-8%	4%
19	-0.7	·	6%	2%
20	-2.5	0%	0%	-2%
21	1.5	0%	3%	-2%
22	0.6	-3%	12%	2%
23	-0.5	1%	-13%	-25%
24	1.4	2%	15%	-7%

Remaining list, next part:
#	Structure	EPAC2 antag	WRN helicase inh	PI5P4Ka inh	PLK1 PBD inh
25	CCSc1nc(-c2ccccc2)nc(C(Cl)Cl)n1	?	-3%	11	2%
26	COc1cccc(C(=O)NCc2ccc3c(c2)cc(C)n3C)c1	-3%	?	1	-6%
27	Cc1nc(-c2ccccc2)sc1-c1nnc(C2CC2)o1	-11%	?	4	-19%
28	Cc1ccc(NS(=O)(=O)c2cccc([N+](=O)[O-])c2)nc1	-3%	9%[57.1 µM]	-13	-22%
29	Cc1cc(NC(=O)CSCC(=O)Nc2nc3ccccc3s2)no1	4%	-2%	6	-13%
30	CCn1c(=O)n(CC(=O)Nc2cccc(OC)c2)c(=O)c2ccccc21	-8%	0%	-2	0%
31	Cc1nc(NS(=O)(=O)c2ccccc2)sc1C(C)(C)C	-16%	4%	3	-9%
32	O=C(NNS(=O)(=O)c1ccccc1Cl)c1nn(-c2ccc(F)cc2)ccc1=O	-13%	-18%	7	-10%
33	CCc1ccc(-c2cc(C)no2)cc1S(=O)(=O)Nc1cccc(CN2CCCC2)c1	2%	6%	-4	-2%
34	Cc1cc(C)cc(NC(=O)[C@H](Cc2c[nH]c3ccccc23)NC(=O)[C@@H]2Cc3ccccc3CN2)c1	6%	0%	1	2%
35	COCCNc1nnc(SCC(=O)c2ccc3c(c2)OCO3)s1	-2%	-1%	-1	-14%
36	CCN(CC)S(=O)(=O)c1cccc(C(=O)NCCc2ccccc2)c1	4%	-10%	·	-7%

#	CCT chaperon mod	Mm-Cpn inhibitor	EPAC1 antagonist	EPAC1 agonist
25	0.6	-2%	-2%	7%
26	0.9	?	3%	7%
27	-18	-3%	7%	0%
28	-4.5	-3%	-11%	0%
29	1.4	1%	23%	11%
30	-3.1	-1%	12%	-12%
31	-3.0	2%	-15%	2%
32	0.6	0%	-15%	-6%
33	1.3	-8%	-24%	3%
34	-1.5	1%	-2%	-15%
35	-3.6	-4%	-1%	9%
36	-3.4	·	-13%	5%

Molecules from the list above that contain fluorine:
#	Structure	EPAC2 antag	WRN helicase inh	PI5P4Ka inh	PLK1 PBD inh
2	COc1ccc(NS(=O)(=O)c2ccc(C(=O)N3CCN(c4ccc(F)cc4)CC3)cc2)cc1	-7%	-13%	-2	2%
3	Cc1noc(C)c1C(=O)OCC(=O)Nc1ncc(C(F)(F)F)cc1Cl	0%	0%	1	-6%
5	COc1ccc2c(c1OC)C(=O)OC2N1C(=O)CC[C@H]1C(=O)Nc1ccc(F)cc1F (some centres not stated)	0%	11%	1	-14%
32	O=C(NNS(=O)(=O)c1ccccc1Cl)c1nn(-c2ccc(F)cc2)ccc1=O	-13%	-18%	7	-10%

#	CCT chaperon mod	Mm-Cpn inhibitor	EPAC1 antagonist	EPAC1 agonist
2	0.5	2%	-16%	-1%
3	-1.4	0%	15%	-4%
5	-9.5	-1%	5%	-12%
32	0.6	0%	-15%	-6%

Next part
#	Structure	EPAC2 antag	WRN helicase inh	PI5P4Ka inh	PLK1 PBD inh
37	COc1ccc(OC)c(S(=O)(=O)NC2CCSc3ccccc32)c1 (configuration not stated)	-20%	-1%	0	-1%
38	Clc1ccc(CSc2ncnc3nc[nH]c23)cc1	-21%	0%	0	-5%
39	COC1=CC(=O)C(OC)=C(OC)C1=O	-4%	-21%	-1	-14%
40	Cc1cccc(C(=O)NNC(=O)c2csc(N3CCOCC3)n2)c1C	17%	9%	-4	-1%
41	COc1ccc(OC)c(S(=O)(=O)Nc2ccc(Oc3ccccc3)cc2)c1	-3%	-9%	·	0%
42	COc1ccccc1C(=O)Nc1ccnn1C1CCN(C(=O)c2cnsn2)CC1	0%	-24%	3	-7%
43	CC1CN(c2ncnc3c2c(-c2ccccc2)cn3-c2ccc(F)cc2)CC(C)O1 (configuration not stated)	-21%	-31%	3	-9%
44	CCc1ccccc1NC(=O)CN1CCC(NC(=O)COC)CC1	-1%	7%	·	-5%
45	Fc1ccc(CSc2nc3ccccc3[nH]2)cc1	-6%	-10%	·	-4%
46	CC(=O)Nc1ccc(OC(=O)c2cc([N+](=O)[O-])ccc2Cl)cc1	2%	1%	27	-16%
47	Cc1c(NC(=O)CSc2ccc(Cl)cc2)cccc1-c1nc2cc(Cl)ccc2o1	8%	-3%	5	-3%
48	CCn1ncc(Br)c1C(=O)Nc1ccc(F)c([N+](=O)[O-])c1	7%	2%	5	-1%

#	CCT chaperon mod	Mm-Cpn inhibitor	EPAC1 antagonist	EPAC1 agonist
37	1.3	0%	7%	4%
38	0.4	1%	-9%	-10%
39	-0.9	·	-8%	-9%
40	-0.3	1%	10%	-7%
41	-1.2	0%	-12%	16%
42	-4.5	-3%	1%	-3%
43	1.3	1%	-11%	3%
44	-1.8	1%	0%	0%
45	-5.4	?	3%	6%
46	1.1	-3%	-7%	-8%
47	-5.1	-8%	13%	1%
48	1.5	1%	5%	-2%

Part of the list above in order of molar mass, rising:
#	Structure	EPAC2 antag	WRN helicase inh	PI5P4Ka inh	PLK1 PBD inh
39	COC1=CC(=O)C(OC)=C(OC)C1=O	-4%	-21%	-1	-14%
44	CCc1ccccc1NC(=O)CN1CCC(NC(=O)COC)CC1	-1%	7%	·	-5%
43	CC1CN(c2ncnc3c2c(-c2ccccc2)cn3-c2ccc(F)cc2)CC(C)O1 (configuration not stated)	-21%	-31%	3	-9%

#	CCT chaperon mod	Mm-Cpn inhibitor	EPAC1 antagonist	EPAC1 agonist
39	-0.9	·	-8%	-9%
44	-1.8	1%	0%	0%
43	1.3	1%	-11%	3%

Screening results deposited in PubChem BioAssay by National Center for Advancing Translational Sciences (NCATS).
